From PubChem BioAssay
PTHR1 agonist = agonists of human PTHR1 parathyroid hormone receptor; Potency, µM (top dose mostly 115 µM), for the others: top-dose activation, usual class: activators; Q03431; HEK293 GP2 PTHR1 cells, GloSensor cAMP luminescence, 1 h; hit rate 0.075% among 410,000; AID 743266; also: potency is read from the fitted curve at half-maximal effect; nearly all actives have a fitted effect of over 55% in size; some results filed as inactive show a strong effect at the top dose; inactives centre near -15; many of its hits are not listed in these tables
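HEK-293-derived GP2 cells expressing PTHR1 and a GloSensor cAMP reporter, 3,000/well, plated overnight, given luciferin plus IBMX (each 0.5 mM as added) for 1 h at 37 °C, then compound for 1 h at 37 °C. Luminescence was read after 15 min at room temperature.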
D3 ag = D3 dopamine receptor (human) agonism; P35462; D3R DiscoveRx beta-arrestin cells, luminescence, 90 min; max activation, %; hit rate 0.58% among 410,000; in the data active = max activation above about 30%; also: 0% is about no effect; mostly tested at two doses, the higher about 12 µM
Target sequence (P35462 whole entry, looked up): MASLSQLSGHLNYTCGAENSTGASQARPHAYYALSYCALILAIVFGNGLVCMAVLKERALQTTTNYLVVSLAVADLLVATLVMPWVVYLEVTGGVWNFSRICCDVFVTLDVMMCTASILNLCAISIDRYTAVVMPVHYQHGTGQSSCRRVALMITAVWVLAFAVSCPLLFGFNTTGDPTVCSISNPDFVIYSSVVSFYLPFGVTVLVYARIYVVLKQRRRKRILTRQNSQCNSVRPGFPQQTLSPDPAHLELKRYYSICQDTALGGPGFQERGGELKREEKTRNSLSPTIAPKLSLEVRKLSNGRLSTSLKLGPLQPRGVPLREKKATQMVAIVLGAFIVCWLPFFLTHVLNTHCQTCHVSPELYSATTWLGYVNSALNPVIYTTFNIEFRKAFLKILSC
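Agonist mode: compounds and dopamine controls were applied to plated cells for 90 min at 37 degrees C after an overnight attachment at 1500 cells/well. Luminescent read-out followed 30 - 60 minutes at room temperature with DiscoveRx detection reagent.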
aSyn rescue = rescues yeast growth from alpha-synuclein toxicity. hit rate 0.14% among 370,000. Potency, µM (series often up to 46.1 µM), inactives show at the highest dose growth rescue (activation), actives largely listed as activators. Yeast expressing alpha-synuclein, growth rescue, BacTiter-Glo, 24 h. AID 652106; also: potency is read from the fitted curve at half-maximal effect; % of control where 0% means no effect; nearly all actives have a fitted effect of over 65% in size
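Rescue of yeast growth: cells expressing toxic alpha-synuclein, induced in galactose at OD600 0.02, incubated with compound 24 h at 30 C. ATP luminescence quantified growth; inhibitors of toxicity appear as activators.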
GLP1R cytotox = cytotoxicity counter-screen for GLP-1 receptor inverse agonists; HEK293 cAMP-luciferase reporter cells, luminescence, 24 h; Potency, µM (series often up to 38.3 µM), inactives show at the top dose activity change, negative = inhibition, actives largely listed as inhibitors; hit rate 0.13% among 410,000; AID 624418;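 also: loss of luciferase light is scored as toxicity; potency is read from the fitted curve at half-maximal effect; % is scaled to controls: 0 for no effect and ±100 for the full control effect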
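To flag toxic compounds, the library was rerun on cells for 24 hr at 37 deg C and 5% CO2. Viability-linked luminescence was captured 12 min after adding luciferase detection reagent.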
D3 antag = D3 dopamine receptor (human) antagonism. P35462. D3R cells, DiscoveRx beta-arrestin luminescence, antagonist mode; active compounds read low. max response, negative = inhibition, %. hit rate 2.5% among 360,000. AID 652054; in the data active = max response below about -50%; inconclusive = no clear call, values can overlap the other calls; also: % is scaled to controls: 0 for no effect and ±100 for the full control effect; mostly tested at two doses, the higher about 12 µM
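Cells plated overnight at 1500 cells/well, then exposed to library compounds with dopamine controls for 90 minutes at 37 degrees C. DiscoveRx reagent added for 30–60 minutes at room temperature; luminescence read, quantitative HTS format.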
GLP1R inv ag = inverse agonists of human GLP-1 receptor | P43220 | HEK293 GLP-1R CRE-luciferase, luminescence, 24 h; GLP-1R form is constitutively active | Potency, µM (doses to about 38.3 µM), without a hit: at the highest dose activity change, negative = inhibition, actives largely listed as inhibitors | hit rate 1.6% among 410,000; also: potency is read from the fitted curve at half-maximal effect; % is scaled to controls: 0 for no effect and ±100 for the full control effect; nearly all actives have a fitted effect of over 55% in size
Target sequence (P43220 whole entry, looked up): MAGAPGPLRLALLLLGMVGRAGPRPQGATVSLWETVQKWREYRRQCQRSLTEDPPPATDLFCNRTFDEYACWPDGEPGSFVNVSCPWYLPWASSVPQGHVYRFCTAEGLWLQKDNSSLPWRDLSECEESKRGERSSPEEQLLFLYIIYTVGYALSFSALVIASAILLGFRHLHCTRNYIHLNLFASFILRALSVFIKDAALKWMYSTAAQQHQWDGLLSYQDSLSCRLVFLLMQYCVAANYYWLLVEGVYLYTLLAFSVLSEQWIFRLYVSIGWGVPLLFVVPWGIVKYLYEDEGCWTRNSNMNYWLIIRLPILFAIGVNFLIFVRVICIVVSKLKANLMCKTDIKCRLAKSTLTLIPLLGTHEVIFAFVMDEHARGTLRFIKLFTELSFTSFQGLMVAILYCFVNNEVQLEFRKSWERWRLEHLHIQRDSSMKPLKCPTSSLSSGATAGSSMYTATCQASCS
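Using stably transfected HEK293 (constitutively active GLP-1R, cAMP-luciferase reporter), compounds were incubated 24 hr and luciferase measured by luminescence.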
GLP-1R agonist = GLP-1 receptor (human) agonism; P43220; HEK293 GLP-1R CRE-luciferase, luminescence, 4-6 h; cells express a hypersensitive GLP-1R form; Potency, µM (titrated, usually from 45.6 µM), inactives show at the highest dose activation, actives largely listed as activators; hit rate 0.007% among 380,000; also: potency is read from the fitted curve at half-maximal effect; % of control where 0% means no effect
KB-V1 cytotox = KB-V1 MDR subline cytotoxicity. KB-V1 MDR cells viability, CellTiter-Glo, 72 h. Potency, µM (top dose mostly 46.1 µM), inactives show at the top dose activity change, negative = cytotoxicity, most hits filed as cytotoxic. hit rate 3.4% among 400,000. AID 1347076; also: potency is read from the fitted curve at half-maximal effect; % is scaled to controls: 0 for no effect and ±100 for the full control effect; nearly all actives have a fitted effect of over 60% in size
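In this primary screen, KB-V1 cells overexpressing P-gp are incubated with library compounds (lowest to highest concentration) for 72 h at 37 degrees C before a luminescent ATP viability read.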
TDP-43 yeast inh = inhibitors of TDP-43 toxicity in yeast; Potency, µM (highest dose often 46.1 µM), inactives show at the highest dose growth rescue (activation), hits mostly activators; TDP-43 expressing yeast growth rescue, BacTiter-Glo, 24 h; hit rate 1.8% among 410,000; AID 652104; also: potency is read from the fitted curve at half-maximal effect; % of control where 0% means no effect; nearly all actives have a fitted effect of over 50% in size
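Yeast expressing TDP-43 (pregrown in raffinose, seeded at OD600=0.02 in galactose medium) exposed to compounds 24 hr at 30 deg C. Growth read by BacTiter-Glo luminescence; rescue of toxicity appears as increased signal.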
Starred values were filed as active, the others as inactive; i = inactive; ? = inconclusive; · = not tested or not shown; & = joins results of further samples; [ ] = remark or other dose. Unless noted, calls follow the shape of the dose curve; as a rule, active = well fitted curve in the direction sought with a large enough effect; inconclusive = small, poorly fitted or top-dose-only effect, or another doubt; inactive = no such curve, though single readings can be large; an effect the other way counts as inactive or inconclusive. The list is partial; the hit share may differ from the screen's.

Preview, 2 compounds:
smiles	PTHR1 agonist	D3 ag	aSyn rescue	GLP1R cytotox	D3 antag	GLP1R inv ag	GLP-1R agonist	KB-V1 cytotox	TDP-43 yeast inh
COc1cccc(-c2cc(CNC(=O)[C@H]3O[C@@H](n4ccc(=O)[nH]c4=O)[C@H](O)[C@@H]3O)no2)c1	-12%	-2	-5%	-4%	-9	3%	-3%	4%	29%
CCOC(=O)C1=C(CSc2nc(C)cc(C)c2C#N)OC(N)=C(C#N)C1c1ccccc1 (stereo not drawn)	-7%	-4	3%	10%	22	15%	-12%	0%	13%

The list itself (from the top)
smiles	PTHR1 agonist	D3 ag	aSyn rescue	GLP1R cytotox	D3 antag	GLP1R inv ag	GLP-1R agonist	KB-V1 cytotox	TDP-43 yeast inh
COc1cccc(-c2cc(CNC(=O)[C@H]3O[C@@H](n4ccc(=O)[nH]c4=O)[C@H](O)[C@@H]3O)no2)c1	-12%	-2	-5%	-4%	-9	3%	-3%	4%	29%
CCOC(=O)C1=C(CSc2nc(C)cc(C)c2C#N)OC(N)=C(C#N)C1c1ccccc1 (stereo not drawn)	-7%	-4	3%	10%	22	15%	-12%	0%	13%
COc1ccc(Cn2nnnc2C(c2cc3cc(C)cc(C)c3[nH]c2=O)N2CCOCC2)cc1 (stereo not drawn)	-25%	1	-11%	6%	?	?	5%	?	-5%
O=C(Nc1cccc(Br)c1)/C(=C\c1cccnc1)NC(=O)c1ccco1	i	0	2%	1%	-9	11%	15%	1%	4%
CCc1ccccc1NC(=O)c1ccc(OCc2c(C)noc2C)cc1	-24%	1	5%	9%	-7	-16%	-4%	-8%	0%
CC(=O)OC(C(=O)NCc1ccco1)c1cccnc1 (stereo not drawn)	-4%	-1	-1%	-10%	0	12%	4%	-5%	12%
COc1cccc2sc(N(Cc3cccnc3)C(=O)c3ccc(S(=O)(=O)N(C)C)cc3)nc12	-91%[inhibitor]	-7	·	6%	·	6%	·	·	18%
COc1cccc(N2CCN(C(=O)CN3C(=O)NC4(CCCC4)C3=O)CC2)c1	-9%	2	-2%	1%	0	-4%	9%	·	9%
C=C(C)c1cccc(C(C)(C)NC(=O)Nc2ccccc2OCC)c1	i	-8	-8%	-20%	7	-27%	4%	-3%	-16%
Cc1ccc(CNC(=O)c2cc3c(=O)n(Cc4cccnc4)ccc3nc2C)cc1	i	7	·	3%	·	-12%	·	22%	17%
C/C(N)=C(/C#N)C(=O)COC(=O)CNC(=O)c1ccc(Cl)cc1Cl	-63%[inhibitor]	4	1%	16%	6	14%	1%	2%	1%
CCOc1cc(C(=O)Nc2ncccn2)cc(OCC)c1OCC	-7%[57.5 µM]	5	7%	-7%	11	6%	-11%	-2%	0%
Cc1cc(=O)oc2ccc(OC(C)C(=O)O)cc12 (stereo not drawn)	-20%	2	5%	3%	5	12%	-7%	0%	20%
CCCCn1c(N)c(N(CCOC)C(=O)COC(=O)c2ccccc2OCC)c(=O)[nH]c1=O	-4%	2	-2%	9%	1	9%	-5%	·	17%
CCN(CC)CCNC(=O)c1ccc(NS(=O)(=O)c2ccc3c(c2)OCCO3)cc1	i	-4	1%	-7%	3	11%	5%	-1%	4%
Cc1c(C(=O)Nc2ccc(C(C)C)cc2)sc2nc[nH]c(=O)c12	-9%	-5	·	-7%	·	?	·	0%	11%
Cc1cc(Nc2ccc(C)c(Br)c2)n2nc(C)nc2n1	i	1	-3%	-21%	-1	3%	8%	-12%	?
Cc1ccc(Oc2ccc(S(=O)(=O)NCC(C)(C)N3CCOCC3)cc2)cc1	-28%	11	-2%	19%	-11	?	12%	12µM*	-21%
Cc1ccc(S(=O)(=O)N(CC(=O)NC2CCCCCC2)c2ccccc2F)cc1	-19%[57.5 µM]	3	0%	5%	15	0%	4%	-8%	-10%
Cc1c(C(=O)N2CCCCCC2)c(S(=O)(=O)NCc2ccc(Br)cc2)c(C)n1C	-1%	3	·	4%	·	-14%	·	-12%	10%
CCCCCCCCCCCCCCCC[N+](C)(C)CCN(Cc1ccc(OC)cc1)c1ncccn1	-20%	-76&-10	0%	-12%	-55*	-27%	-19%	4%	-86%[inhibitor]
O=C(NCc1cccnc1)c1ccc(Cl)c(S(=O)(=O)Nc2ccccc2C(=O)NCc2cccnc2)c1	i	9	0%	8%	-8	24%	-3%	-1%	8%[9.22 µM]
CC(C)c1ccc(NC(=O)C(Cc2ccccc2)NS(=O)(=O)c2ccc3c(c2)oc(=O)n3C)cc1 (stereo not drawn)	-54%[inhibitor]	6	·	-9%	·	13%	·	-17%	9%
O=C(NC(=S)NC1CCSC1=O)c1ccccc1Cl (stereo not drawn)	-24%	0	1%	-3%	-6	-6%	-2%	3%	37%
O=C(/C=C/c1ccc(Cl)cc1Cl)NC(=S)Nc1ccccn1	i	-1	-11%	-9%	11	23%	12%	12%	11%
Cc1c(Cc2ccccc2)c(=O)oc2c(C)c(OC(C)C(=O)N[C@@H](Cc3ccccc3)C(=O)O)ccc12 (stereo partly drawn)	-53%[inhibitor]	-7	-9%	0%	12	-3%	-1%	0%	0%
COc1ccc(CNC(=O)c2c3c(nc4ccccc24)C(=O)N(C2CCCCC2)C3)c(OC)c1	i	-2	·	4%	·	9%	·	?	12%
CC1CCC/C(=N\Nc2ccc(Cl)c(C(=O)O)c2)C1 (stereo not drawn)	-2%	-14	-8%	18%	12	42%[activator]	0%	19%	-5%
Cc1nnc2ccc(N3CCN(c4cccc(C(F)(F)F)c4)CC3)nn12	-17%	-9	-2%	-5%	-5	-11%	-5%	-11%	?
CCOP(=O)(OCC)/C(=C/N1CCCCC1)NC(=O)c1ccccc1	i	8	-1%	-23%	0	-3%	-2%	25%	-9%
Cc1ccccc1NC(=O)COC(=O)c1c[nH]c(=O)[nH]c1=O	11%	-3	-3%	4%	-25	2%	4%	-1%	18%
CC(=O)Nc1ccc(S(=O)(=O)Nc2nc(C)cc(-n3nc(C)cc3C)n2)cc1	i	-5	-2%	11%	-13	-4%	-2%	8%	7%
Nc1nonc1C(=O)NCCNCc1ccccc1OCc1ccccc1F	-4%[57.5 µM]	-5	-2%	-31%	-1	?	5%	-23%	1%
COc1ccc(N2CCN(C(=O)CSc3nnc4nc(C)cc(C)n34)CC2)cc1	-13%[57.5 µM]	-13	-1%	9%	-19	90%[activator]	-17%	10%	-21%
O=C(NCc1ccccc1)c1ccc(CSc2ccccc2)o1	-15%	-2	-14%	18%	-27	?	6%	18%	?
CC(OC(=O)CC1CC2CCC1C2)C(=O)Nc1ccc(N2CCOCC2)cc1 (stereo not drawn)	?	4	0%	8%	1	10%	-6%	0%	27%
O=C1C(=Cc2ccc(F)cc2)CCc2ccccc21	-94%[inhibitor]	-6	-19%	5%	-4	-24%	-19%	-10%	?
COC(=O)C1=C(C(=O)OC)C(c2cc([N+](=O)[O-])ccc2O)c2sc(=O)[nH]c2S1 (stereo not drawn)	-38%[inhibitor]	-14	0%	-13%	1	7%	-3%	?	26%
c1cn2cc(CSC3CCCCC3)nc2s1	-17%[57.5 µM]	2	-10%	2%	13	-20%	0%	-1%	2%
COc1ccc(-c2nc3scc(-c4ccccc4)n3n2)cc1	-6%	-2	1%	4%	21	1%	-2%	18µM*	23%
CC(Oc1ccccc1)C(=O)Nc1c2c(nn1-c1ccccc1)CS(=O)(=O)C2 (stereo not drawn)	i	-4	-1%	-6%	-12	76%[activator]	0%	?	-2%
CCOC(=O)c1cccc(NC(=O)CN2C(=O)C3C4C=CC(C4)C3C2=O)c1 (stereo not drawn)	i	2	-2%	9%	11	-27%	3%	4%	2%
Cc1c(C(=O)NCc2ccc(F)cc2)sc2nc(-c3ccccc3)cn12	i	-14	·	-26%	·	?	·	·	19%
CCn1cnc2cc(NCc3ccc(OC)cc3)ccc21	i	1	-1%	-2%	15	0%	-1%	-21%	-17%
COc1cccc(CN2CC(C(=O)NCc3cnn(C)c3)CCC2=O)c1 (stereo not drawn)	i	1	-3%	-1%	-17	-13%	6%	0%	0%
Fc1ccc2c(c1)-c1c(cnc3cc(-c4ccc(Cl)cc4)nn13)CO2	0%	-3	·	1%	·	-9%	0%	-1%	14%
Cc1cccc(NC(=O)CSc2nc(N)c(NC(=O)c3ccccc3F)c(=O)[nH]2)c1	-23%	1	-1%	-6%	1	7%	-4%	5%	-23%
CC1CCc2ccccc2N1C(=N)N(C)C (stereo not drawn)	i	-5	-5%	-7%	-5	-6%	-1%	4%	20%[9.22 µM]
CNC(=O)/C(C#N)=C/c1ccc(-c2ccc(OC)cc2[N+](=O)[O-])o1	-5%[57.5 µM]	-7	1%	?	?	139%[activator]	5%	?	-7%
COc1ccc(C(CNC(=O)c2ccc(-c3ccccc3Cl)o2)N2CCCC2)cc1 (stereo not drawn)	-1%	-2	6%	?	-121*	?	29%	-28%	7%
Cc1ccc(C(=O)N/N=C2\CCc3ccccc32)c(C)c1	-16%	0	-1%	-7%	-8	?	-1%	23µM*	?
Cc1cc(C)n(/C(=C\N(C)C)C(=O)c2ccc(Cl)cc2)n1	i	-5	6%	1%	27	11%	-5%	15%	·
CC1CCCC(C)N1CCNC(=O)Nc1ccc(Cl)cc1 (stereo not drawn)	i	-17	-2%	-5%	13	?	-15%	11%	5%
CCOC(=O)N1CCN(C(=O)c2nn(C)c3c2CSc2ccccc2-3)CC1	-1%	3	2%	2%	15	21%	7%	0%	35µM*
Cc1ccc(CN2CCN(Cc3ccccc3)C(CCO)C2)s1 (stereo not drawn)	-6%	-13	?	4%	-53*	-11%	5%	0%	12%
Cc1cc(C(=O)CN2C(=O)CCC2=O)c(C)n1Cc1ccccc1	-4%[57.5 µM]	2	1%	-6%	-9	9%	1%	-9%	18%
